SMN2 splice up: qHTS Assay for Enhancers of SMN2 Splice Variant Expression; HEK293 SMN2-luciferase splicing reporter, luminescence, 30-36 h; Potency, µM (top dose mostly 46.1 µM), for the others: at the highest dose activity change, positive = activation, actives largely listed as activators; 2.8% of 210,000 active; note: potency is the fitted concentration of half-maximal effect; % of control where 0% means no effect; nearly all actives have a fitted effect of over 55% in size
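HEK293 cells carry an SMN2 […]–luciferase reporter in which exon 7 inclusion puts luciferase in frame. Cells were plated 10-12 h before compound addition, then incubated 30-36 h at 37C. ONE-Glo luminescence was read; sodium butyrate at 4.5 mM final served as control.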
HttQ103 aggreg: qHTS Multiplex Assay to Identify Dual Action Probes in a Cell Model of Huntington: Aggregate Formation (GFP) | AID 1688, 2009 | PC12 HttQ103-GFP aggregates, Acumen cytometry, 40 h | Potency, µM (series often up to 46.1 µM), for inactives: at the top dose activity change, negative = inhibition, hits mostly inhibitors | 1.1% of 220,000 active; note: potency is the fitted concentration of half-maximal effect; % is set by controls: 0 for no effect and ±100 for the full control effect; nearly all actives have a fitted effect of over 60% in size
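Quantitative HTS on tebufenozide-induced (100 nM) PC12 cells stably expressing polyQ103 Huntingtin exon 1–GFP. Reduction of bright GFP aggregates, detected by laser scanning cytometry after lysis, identified actives across the titration.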
IMPase Li inh: qHTS Assay for Identifying the Cell-Membrane Permeable IMPase Inhibitors: Potentiation with Lithium; CHO-M1 cells, IP1 TR-FRET (IP-One), carbachol + lithium; 0.35% of 210,000 active; AID 1457, 2008; Potency, µM (highest dose often 59.4 µM), for the others: at the top dose activity, negative = IMPase inhibition, usual class: inhibitors;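 note: IP1 builds up when IMPase is blocked and the TR-FRET signal falls; potency is the fitted concentration of half-maximal effect; plate controls were basal vehicle for no effect and high inhibitor control for full effect; nearly all actives have a fitted effect of over 50% in size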
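Test compounds were applied to CHO-M1 cells previously cultured for 16–30 h at 2000 per well. A small lithium amount accompanied them; after 30 min at 37C, IP1 was quantified by TR-FRET.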
KinaseGlo FLuc: Counterscreen for Luciferase (Kinase-Glo TM) Inhibition | Luciferin 4-monooxygenase (Photuris pensylvanica), Q27757 | Kinase-Glo luciferase, ATP luminescence, 8 min | Potency, µM (series often up to 38.3 µM), for the others: top-dose activity change, negative = inhibition, usual class: inhibitors | 0.28% of 200,000 active | AID 1379, 2008; note: potency is the fitted concentration of half-maximal effect; % is set by controls: 0 for no effect and ±100 for the full control effect; nearly all actives have a fitted effect of over 60% in size
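Light output from Kinase-Glo luciferase with luciferin and 10 uM ATP in 50 mM imidazole pH 7.2, KCl, MgCl2, Tween 20, BSA; compound pin-delivered, 8-min ambient incubation, then luminescence read.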
CBFb RUNX1 block: qHTS Assay for Compounds Blocking the Interaction Between CBF-beta and RUNX1 for the Treatment of Acute Myeloid Leukemia; AlphaScreen CBFb-His/RUNX1-biotin binding, biochemical; Potency, µM (titrated, usually from 59.8 µM), for inactives: at the top dose activity, negative = inhibition, actives largely listed as inhibitors; Runt-related transcription factor 1 (Homo sapiens) + Core-binding factor subunit beta …; 230,000 tested, under 10 active; note: % of control where 0% means no effect
Target sequence (Q01196 whole entry, looked up): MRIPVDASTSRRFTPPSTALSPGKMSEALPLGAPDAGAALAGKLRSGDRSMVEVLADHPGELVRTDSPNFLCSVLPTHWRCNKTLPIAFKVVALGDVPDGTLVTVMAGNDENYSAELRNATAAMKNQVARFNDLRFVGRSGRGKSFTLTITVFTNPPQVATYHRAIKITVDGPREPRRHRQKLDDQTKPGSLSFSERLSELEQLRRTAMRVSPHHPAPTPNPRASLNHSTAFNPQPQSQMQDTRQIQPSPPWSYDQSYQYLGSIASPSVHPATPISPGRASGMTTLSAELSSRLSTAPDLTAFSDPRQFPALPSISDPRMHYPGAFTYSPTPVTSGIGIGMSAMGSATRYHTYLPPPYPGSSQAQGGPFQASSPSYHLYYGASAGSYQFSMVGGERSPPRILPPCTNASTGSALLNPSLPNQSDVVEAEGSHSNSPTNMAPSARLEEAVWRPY
Target sequence (Q13951 whole entry, looked up): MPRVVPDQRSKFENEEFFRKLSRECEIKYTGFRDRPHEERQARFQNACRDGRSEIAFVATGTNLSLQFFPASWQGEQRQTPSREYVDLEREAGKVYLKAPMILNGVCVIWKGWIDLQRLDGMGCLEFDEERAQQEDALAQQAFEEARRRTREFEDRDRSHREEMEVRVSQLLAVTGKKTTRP
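Read-out: AlphaScreen. Format: His-CBF-beta with biotinylated RUNX1 (30 nM each) preincubated 20 min, compound 15 min, Ni-chelate plus streptavidin beads 90 min; room temperature throughout.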
HTT cytoprotect: qHTS Multiplex Assay to Identify Dual Action Probes in a Cell Model of Huntington: Cytoprotection (ATP); PC12 HTT-Q103 induced, cytoprotection, ATP luminescence, 40 h; 0.14% of 230,000 active; Potency, µM (highest dose often 56.4 µM), for inactives: cytoprotection (ATP increase), hits mostly activators;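 note: potency is the fitted concentration of half-maximal effect; % of control where 0% means no effect; nearly all actives have a fitted effect of over 45% in size; toxic huntingtin expression switched on by the ecdysone agonist tebufenozide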
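Rat PC12, Q103 Htt exon1-GFP fusion, ecdysone promoter; tebufenozide inducer 100 nM final; compound titration; qHTS, 1500 cells/well; ATPlite luminescent read.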
Lamin A splicing: qHTS Assay for Modulators of Lamin A Splicing; HeLa LMNA splicing GFP/RFP minigene ratio, 48 h; Potency, µM (highest dose often 46.1 µM), for inactives: top-dose ratio change, negative = inhibition, usual class: inhibitors; 0.01% of 200,000 active; active = well fitted inhibition curve with a large enough effect in the signal ratio, with a control signal flat, not every such curve was filed as active; inconclusive = small, poorly fitted or top-dose-only effect, or effect the other way, or a change in a side signal; the % refers to the signal ratio; note: potency is the fitted concentration of half-maximal effect; % is set by controls: 0 for no effect and ±100 for the full control effect
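S3 HeLa cells stably expressing lamin A-EGFP splicing minigene plus DsRed2, 600 cells/well, 48 h compound exposure at 37C. Laser-scanning cytometry; analysed as GFP (500-530 nm)/RFP (575-640 nm) total intensity ratio; 0.5% DMSO vehicle.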
An asterisk follows results filed as active; ? = inconclusive; . = no result given; & = joins results of further samples; [ ] = another dose, or the depositor's remark. Unless noted, calls come from the whole dose curve; as a rule, active = well fitted curve in the direction sought with a large enough effect; inconclusive = small, poorly fitted or top-dose-only effect, or another doubt; inactive = no such curve, though single readings can be large; an effect the other way counts as inactive or inconclusive.

No.	SMILES	SMN2 splice up	HttQ103 aggreg	KinaseGlo FLuc	Lamin A splicing	CBFb RUNX1 block	HTT cytoprotect	IMPase Li inh
1	Cc1ccc(NC(=S)NN(C)c2nc(C)cnc2C)cc1	1%	26%	-1%	10%	-2%	.	0%
2	Cc1ccc(NC(=O)CCC(=O)NNC(=O)C(c2ccccc2)c2ccccc2)c(C)c1	9%	-17%	0%	-18%	-1%	13%[10 µM]	4%
3	C=CCOc1ccc(/C(CC)=N/O)c(OC)c1	.	-20%	5%	-19%	2%	0%	2%[38.3 µM]
4	COc1cccc(N2CCN(S(=O)(=O)c3cccc4cccnc34)CC2)c1	-30%	-21%	1%	11%[9.22 µM]	-8%	-10%	7%
5	Cc1cc(/C=C2/NC(=O)NC2=O)c(C)n1-c1ccc(C#N)cc1	-17%	-7%	1%	.	5%	25%	0%
6	COc1ccccc1NS(=O)(=O)c1cc(NC(=O)c2cccs2)ccc1N1CCOCC1	.	15%[9.22 µM]	.	.	11%	-17%[10 µM]	.
7	CCCN(C(=O)CSc1cc(-c2ccccc2)c2ccc(OC)cc2n1)C1CCS(=O)(=O)C1 (centres undefined)	.	-6%	.	?	-12%	16%[10 µM]	.
8	CC(=O)Nc1cc(N=Cc2ccc(O)cc2O)c(Cl)cc1Cl	3%	8%	-2%	-5%	3%	.	-5%
9	COc1cc(/C=C2\C(=N)N3N=CSC3=NC2=O)cc(Br)c1OC(=O)c1ccco1	-3%	7%	0%	.	10%	.	1%
10	Cc1cc(NC(=O)CN2CCN(S(=O)(=O)c3ccc4ccccc4c3)CC2)no1	-5%	6%[9.22 µM]	0%	4%	-2%	15%	-3%[38.3 µM]
11	CC(C)/C=N\NC(=O)CCCCC(=O)N/N=C/C(C)C	-5%	-8%	0%	-6%	-3%	3%[10 µM]	-1%
12	O=C(CN1CCCCC1)Nc1ccccc1-c1ccccc1	-23%	-3%	2%	7%	4%	-79%[inhibitor]	57%[activator][38.3 µM]
13	COc1ccc(CONc2ncnc3nonc23)cc1[N+](=O)[O-]	-18%	-20%	1%	.	-2%	?	-5%
14	COc1ccc(C/C(N)=N/OC(C)=O)cc1OC	7%	9%	3%	?	7%	21%[0.074 µM]	1%
15	N#CC1=C(N)SC(N)=C(C#N)C1CCC1CCCCC1	-22%	0.89µM*	1%	?	-5%	10%[10 µM]	13%[38.3 µM]
16	O=C(Cn1nnc2ccccc2c1=O)Nc1ccc2c(c1)CCC2	7%	-5%[9.22 µM]	0%	-12%	2%	0%	1%[38.3 µM]
17	Cc1cc(C)cc(N(CCC#N)C(=O)CSC2=Nc3ccccc3C3CC=NN23)c1 (centres undefined)	-2%	-23%	-1%	?	-7%	30%[10 µM]	13%
18	Cc1cc(SCC(=O)NCCC2=CCCCC2)nc2ccccc12	-27%	-2%	-3%	-2%	-4%	30%[10 µM]	18%
19	O=c1oc(-c2ccccc2)nc2ccsc12	24%	-1%	16%	1%	0%	18%	34%[38.3 µM]
20	CCOC(=O)c1c(N)n[nH]c1-c1ccccc1	2%	2%[9.22 µM]	1%	3%	3%	5%	22%[38.3 µM]
21	COC(=O)c1ccc(C2c3c(oc4ccccc4c3=O)C(=O)N2CCCN2CCOCC2)cc1 (centres undefined)	15%	4%	-3%	-1%	-3%	-7%	-2%[38.3 µM]
22	CCOc1ccc(C(=O)NC(=S)NCc2cccnc2)cc1	-18%	-21%	0%	-7%	0%	18%[10 µM]	0%
23	C=CCNC(=S)N/N=C(\C)c1ccc(OC)cc1	-13%	29%	0%	-10%	2%	17%[0.074 µM]	3%
24	COc1ccc(-n2nnnc2SCC(=O)NC(=O)Nc2ccc3c(c2)OCCO3)cc1	-16%	20%	20%	-4%	2%	3%	29%[38.3 µM]
25	O=c1/c(=C/c2ccc(O)c([N+](=O)[O-])c2)sc2nc3ccccc3n12	-20%	4%	-7%	.	4%	.	8%
26	Cc1cc(/C=C(/C#N)c2nc3ccccc3[nH]2)c(C)n1-c1ccccc1C(=O)O	.	0%	.	.	4%	-14%	23%
27	Cc1ccc2nc(-c3ccccn3)cc(C(=O)NC(C)C(C)(C)C)c2c1 (centres undefined)	2%	5%	-4%	2%[46 µM]	2%	2%[10 µM]	2%
28	CCC(=O)N1CCc2cc(S(=O)(=O)CCC(=O)NCCc3ccccc3)ccc21	-5%	7%	-4%	4%	-2%	-8%[10 µM]	2%[38.3 µM]
29	COC(=O)CSc1nc(NC(C)(C)C)nc(N(C)C)n1	16%	2%	-1%	9%[9.22 µM]	-7%	-8%	0%
30	O=C(COC(=O)Cc1ccc(S(=O)(=O)N2CCOCC2)s1)NCc1ccc(Cl)cc1	-27%	23%	-2%	9%	5%	-2%	17%[38.3 µM]
31	CCO[C@@H]1OC(C(=O)NCc2nc3ccccc3[nH]2)=C[C@H](C2CCCCC2)[C@H]1CCCO	.	-4%[9.22 µM]	.	.	5%	-5%[10 µM]	-5%
32	COCCN(Cc1cc2ccc(C)c(C)c2nc1Cl)C(=O)N1CCOCC1	-38%[inhibitor]	7%[9.22 µM]	2%	.	1%	-10%[10 µM]	18%
33	Cc1ccc(OCCCC(=O)N2CCOCC2)c(C)c1	51%	17%	5%	-4%	-2%	-16%[0.074 µM]	16%[38.3 µM]
34	CCN(CC)S(=O)(=O)c1ccc(-c2nnc(SCC(=O)Nc3ccc(OC)cc3)o2)cc1	-8%	-30%	-1%	-5%	-1%	-6%[10 µM]	6%
35	COCC(C)NCc1cccc2ccccc12 (centres undefined)	.	12%[9.22 µM]	0%	2%[46 µM]	6%	-3%[10 µM]	4%
36	Cc1ccc(S(=O)(=O)N2CCOCC2)cc1C(=O)OCC(=O)NC1CCS(=O)(=O)C1 (centres undefined)	9%	5%	-1%	-6%	2%	7%[10 µM]	-4%
37	COc1cc(C(=O)Nc2nnc(SC)s2)c([N+](=O)[O-])cc1OC	-5%	8%	10%	-3%[46 µM]	1%	-28%	2%
38	CS(=O)(=O)Nc1ccc(C(=O)NC2CC3CCC2C3)cc1 (centres undefined)	10%	?	-2%	2%	1%	-1%	-2%[38.3 µM]
39	Cc1ccc(CNc2nc3ccccc3s2)s1	1.3µM*	-11%	-3%	4%	5%	-1%[0.074 µM]	6%[38.3 µM]
40	NC1=NC(=Nc2ccc(Cl)cc2)c2ccccc21	7%	25%	-3%	?	22%	12%[10 µM]	-1%

Single values from the results shown.
compound 35 in Lamin A splicing has 2%[46 µM]
compound 40 in CBFb RUNX1 block has 22%
compound 36 in SMN2 splice up has 9%
compound 29 in Lamin A splicing has 9%[9.22 µM]

Reprinted at random: 4 compounds from above
No.	SMILES	SMN2 splice up	HttQ103 aggreg	KinaseGlo FLuc	Lamin A splicing	CBFb RUNX1 block	HTT cytoprotect	IMPase Li inh
29	COC(=O)CSc1nc(NC(C)(C)C)nc(N(C)C)n1	16%	2%	-1%	9%[9.22 µM]	-7%	-8%	0%
28	CCC(=O)N1CCc2cc(S(=O)(=O)CCC(=O)NCCc3ccccc3)ccc21	-5%	7%	-4%	4%	-2%	-8%[10 µM]	2%[38.3 µM]
25	O=c1/c(=C/c2ccc(O)c([N+](=O)[O-])c2)sc2nc3ccccc3n12	-20%	4%	-7%	.	4%	.	8%
27	Cc1ccc2nc(-c3ccccn3)cc(C(=O)NC(C)C(C)(C)C)c2c1 (centres undefined)	2%	5%	-4%	2%[46 µM]	2%	2%[10 µM]	2%

The list goes on:
No.	SMILES	SMN2 splice up	HttQ103 aggreg	KinaseGlo FLuc	Lamin A splicing	CBFb RUNX1 block	HTT cytoprotect	IMPase Li inh
41	CCOC(=O)C1(CCSC)NC(c2ccco2)C2C(=O)N(C)C(=O)C21 (centres undefined)	-6%	23%	12%	?	2%	17%	-6%[38.3 µM]
42	N#CC(C#N)=C(N)/C(C#N)=C/c1ccc2[nH]ccc2c1	-12%&-7%	.	.	.	1%&16%	-8%&-32%	-23%&-23%
43	CN(C)S(=O)(=O)c1ccc(C(=O)N2CCN=C2SCc2cccnc2)cc1	-4%	-16%	0%	3%	4%	4%	-7%[38.3 µM]
44	C/C(=N\OCC(=O)Nc1ccccc1C(C)(C)C)c1ccc2c(c1)OCCO2	2%	-14%	-1%	?	1%	3%[10 µM]	17%
45	C=CCn1c(SCn2nnc3ccccc3c2=O)nc2scc(-c3cccs3)c2c1=O	8%	19%	0%	-1%	4%	19%	-18%[38.3 µM]
46	CCc1nnc(NC(=O)CSc2nc3ccc(OC)cc3[nH]2)s1	-3%	-4%[9.22 µM]	6%	-14%[46 µM]	-1%	10%[10 µM]	0%
47	O=C(Cn1nnc(-c2ccccc2)n1)NCc1ccccc1	11%	-8%	2%	1%	3%	9%[0.074 µM]	18%[38.3 µM]
48	O=C(CNC(=O)c1ccc(F)cc1)N/N=C/c1ccc(O)c([N+](=O)[O-])c1	3%	?	0%	-1%	2%	12%[10 µM]	4%
49	C#CCOCCOCCOCCNc1nc(N2CCN(C(=O)[C@H](CCCCN)n3cc(C(N)CO)nn3)CC2)nc(N2CCN(C(=O)[C@H](CCC(=O)O)n3cc(C(N)[C@H](C)CC)nn3)CC2)n1 (some centres undefined)	.	10%[9.22 µM]	.	.	5%	-5%[10 µM]	-1%
50	CC(C)N1CC2=C(C1=O)C(c1ccc(O)cc1)NC(=O)N2C (centres undefined)	.	-8%	.	.	-3%	5%	-4%
51	CC12CCC(C(=O)NCC3CCCO3)(OC1=O)C2(C)C (centres undefined)	3%	-1%	2%	-5%	2%	-7%	6%[38.3 µM]
52	CCCCC(C(=O)NC(C)(C)C)N(Cc1ccco1)C(=O)c1snc(C(N)=O)c1N (centres undefined)	2%	10%	-1%	9%	6%	0%	15%[38.3 µM]
